CFTR F508del cor: CFTR F508del correction in bronchial cells; actives 0.36% (n = 350,000); activity (quench increase), % at 7.58 µM; CFBE cells, YFP halide quenching; stimulated with forskolin plus potentiator P3; % fluorescence drop versus neutral controls;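 active means mean added fluorescence quench of at least 8% versus neutral control, with both replicates also reaching 8%; inconclusive means only one of the mean or replicate conditions met; inactive means mean below 8% and not both replicates reaching 8%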;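 further: cells transiently co-express mutant CFTR-F508del with the halide-sensitive YFP; corrector assay measuring rescue of mutant channel to the surface after 24 h compound exposure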
E-sel inducer: induces E-selectin expression in human endothelial cells; P16581; HUVEC E-selectin immunofluorescence imaging; normalized: neutral wells 0, TNF-alpha wells 100; activation, % at 7.58 µM; actives 0.37% (n = 260,000);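 active means mean E-selectin-positive cell signal at least 10% of the positive control, reached in at least 60% of replicates, without over 20% cell loss; inconclusive means no rule given, readout overlaps actives, possibly toxicity-flagged; inactive means the rest, including those meeting only one limit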;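 further: in these data hits start at about 27%; measured in HUVEC primary endothelial cells; signal is the percent of cells scored E-selectin positive by PE staining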
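Assay system: HUVEC primary endothelial cells. Input: 3,000 HUVEC seeded per well. Doses: one compound dose added by pin transfer. Read-out basis: % PE-positive cells. Benchmarks: TNF-alpha high, DMSO low. Detection: immunofluorescence imaging. Buffer or medium: EGM-2, gelatin.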
Xi reactivation: reactivates the inactive X chromosome in mouse fibroblasts | AID 743238 | XiGFP mouse fibroblasts, % GFP-positive cells imaging, 3 d; cells co-treated with 5-aza-dC sensitizer; scaled so ellipticine positive control = 100% | activation, % at 7.58 µM | actives 0.055% (n = 360,000);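 active means mean normalized replicate activation at least 10% and every replicate at or above 10%; inconclusive means only one of the two criteria met; inactive means mean below 10% and not all replicates reach 10%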;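 further: 0% = median of on-plate neutral control wells and 100% = ellipticine 6 µM median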
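Schedule: 3 d treatment, 15 min room-temperature fixation; system: 68-5-11 XiGFP fibroblast line; buffer or medium: DMEM plus 5-aza-dC sensitizer; control set: ellipticine 6 µM positive control; compound: one concentration, pinned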
RAD54 inh: inhibitors of human RAD54 branch migration; actives 0.14% (n = 360,000); RAD54 Holliday junction branch migration, FAM/BHQ fluorescence; AID 602329; inhibition, % at 10.4 µM;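 active means mean normalized replicate activity at least 40 and at least half of replicates scoring 40 or more; inconclusive means only one of the two criteria met; inactive means mean below 40 and under half of replicates reaching 40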;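 further: 0% = median of neutral control wells and 100% = median of positive control wells; inhibitors cause a drop in the FAM fluorescence signal; in these data hits start at about 50%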
Target sequence (Q92698 whole entry, looked up): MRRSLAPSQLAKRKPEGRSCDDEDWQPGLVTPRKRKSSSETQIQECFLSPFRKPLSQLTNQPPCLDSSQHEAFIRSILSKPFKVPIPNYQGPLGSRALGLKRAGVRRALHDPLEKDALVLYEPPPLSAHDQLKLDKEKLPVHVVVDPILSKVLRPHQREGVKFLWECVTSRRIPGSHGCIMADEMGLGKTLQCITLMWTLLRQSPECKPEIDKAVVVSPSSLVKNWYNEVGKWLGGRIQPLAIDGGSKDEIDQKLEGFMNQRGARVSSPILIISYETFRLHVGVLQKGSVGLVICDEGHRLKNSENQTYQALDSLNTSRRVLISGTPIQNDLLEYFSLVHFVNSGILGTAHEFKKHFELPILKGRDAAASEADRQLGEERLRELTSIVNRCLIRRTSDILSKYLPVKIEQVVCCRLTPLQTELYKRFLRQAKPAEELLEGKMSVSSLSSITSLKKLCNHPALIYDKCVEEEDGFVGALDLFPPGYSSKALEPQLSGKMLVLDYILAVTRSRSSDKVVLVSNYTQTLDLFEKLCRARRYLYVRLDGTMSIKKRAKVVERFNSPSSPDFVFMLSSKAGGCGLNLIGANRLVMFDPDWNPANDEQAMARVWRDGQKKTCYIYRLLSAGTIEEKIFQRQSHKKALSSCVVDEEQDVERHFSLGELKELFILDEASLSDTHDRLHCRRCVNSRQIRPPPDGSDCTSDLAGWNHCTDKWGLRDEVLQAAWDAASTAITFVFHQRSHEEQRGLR
RAD52 inh: blocks human RAD52 DNA annealing; inhibition, % at 18.7 µM; actives 0.46% (n = 360,000); AID 651710; P43351; recombinant RAD52 DNA annealing, FRET fluorescence;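 active means every replicate showing at least 50% inhibition; inconclusive means mean inhibition at least 50% but not in every replicate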
INS-1E GSIS act: primary screen for activators of insulin secretion dependent on glucose, INS-1E cells, GLuc reporter luminescence | INS-1E GLuc reporter insulin secretion, 2-3 h | activation, % at 16.6 µM | actives 0.61% (n = 370,000) | AID 743287;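 active means lowest replicate activation of at least 40%, so every replicate reaches that level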;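 further: 0% = median of neutral control wells and 100% = median of IBMX positive control wells; some compounds called inactive have numbers as strong as hits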
CASP6 VEID inh: caspase-6 (human) enzyme inhibition | P55212 | inhibition, % at 12.5 µM | purified caspase-6, Z-VEID-R110 cleavage fluorescence | actives 0.53% (n = 350,000) | AID 686996;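 active means mean inhibition across replicates at least about 35%, with every replicate also reaching that limit, limit read from the data; inconclusive means only one of the two criteria met; inactive means neither criterion met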;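 further: 0% = median of neutral control wells and 100% = no fluorescence left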
DENV2 CPE: inhibitors of DENV2 cytopathic effect; DENV2-infected cells, cytopathic effect rescue, plate reader; CPE inhibition, % at 9.99 µM; actives 1.7% (n = 350,000); in the data active means CPE inhibition above about 20%, passing the limit was not always enough; inconclusive means no clear call, values can overlap the other calls; tested in BHK-21 cells;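 further: 0% = median of neutral control wells and 100% = median of positive control wells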
* hit, by the source's call; ? = inconclusive; . = no result given.

mol,INS-1E GSIS act,DENV2 CPE,CFTR F508del cor,E-sel inducer,RAD52 inh,Xi reactivation,CASP6 VEID inh,RAD54 inh
CC12c3ccccc3C(c3ccccc31)C1C(=O)N(c3ccncc3)C(=O)C12 (centres undefined),-16,9,-1.1,.,-8,0.4,2,-15
C=CCNc1oc(-c2ccc(Cl)cc2)nc1C#N,-2,-9,3.9,0.0,-14,0.4,-2,-7
CCCN1[C@@H]2Cn3c(ccc(-c4cccnc4)c3=O)[C@H]1[C@@H](C(=O)NC1CCCC1)[C@@H]2CO,5,6,-2.0,0.3,7,0.8,-2,-4
CCOC(=O)c1c(NC(=O)CSc2nnc(CNC(=O)c3ccco3)n2C)sc2c1CCC2,-18,0,0.7,.,-17,.,11,-4
O=C(c1ccc(F)cc1)N1CCCCN2[C@H](CO)[C@H](c3ccc(-c4ccc(F)cc4)cc3)[C@H]2C1,.,-1,-4.2,.,49,.,-3,5
C=CCn1c2ccccc2c2nnc(SCC(=O)OC)nc21,18,-9,0.4,0.5,3,0.0,-1,-7
Cc1ccc(-c2csc(N3CCC(C(N)=O)(N4CCCCC4)CC3)n2)cc1,.,0,1.5,-0.5,-3,0.0,-2,-5
CCNC(=O)C[C@@H]1CC[C@H]2[C@@H](COC[C@H](O)CN2C(=O)Nc2ccc3c(c2)OCO3)O1,-11,-9,1.0,0.0,-3,0.0,-1,2
O=C1NC[C@H](Cc2ccccc2)N(C[C@@H]2CCCN2C[C@H](Cc2ccc(O)cc2)N2C[C@H](Cc3ccc(O)cc3)N(CCc3ccccc3)C(=O)C2=O)C1=O,-7,1,1.9,0.1,-10,0.0,1,.
CCO[C@H]1OC(C(=O)N2CCN(Cc3ccc4c(c3)OCO4)CC2)=C[C@@H](C)[C@@H]1CCCO,-4,-2,-2.5,-0.2,-7,-0.1,2,-9
COc1ccccc1CNC(=O)C1CC(c2cccc([N+](=O)[O-])c2)=NO1 (centres undefined),-1,12,1.8,.,-6,0.4,3,0
Cc1ccc(SCC(=O)NC2CCCCCC2)cc1,4,4,2.2,.,-11,0.2,-2,1
CCc1nc2ccc(C(=O)NCCN3CCCC3)cn2c1N(C)Cc1ccc(OC)cc1,-2,?,-3.7,-0.1,-27,0.1,-13,6
COc1ccc(NC(=O)N(C)C[C@@H]2OCCCC[C@@H](C)Oc3ccc(NS(=O)(=O)c4ccccc4)cc3C(=O)N([C@@H](C)CO)C[C@H]2C)cc1,-4,6,2.1,1.3,-64,0.2,1,2
Cc1ccc(N(C(=O)c2snc(C(N)=O)c2N)C(C(=O)NCC2CCCO2)c2c[nH]c3ccccc23)cc1 (centres undefined),3,-3,-1.9,0.1,-7,0.2,2,.
N#C[C@H]1[C@@H](c2ccccc2)[C@H](CO)N1S(=O)(=O)c1ccc(-c2ccccc2)cc1,-13,-11,-1.1,-0.2,-39,0.5,0,8
Cc1ccc(C)c(N2CCN(C(=O)c3ccc4c(=O)n5c(nc4c3)CCCCC5)CC2)c1,-33,8,-2.0,-0.2,-10,0.3,0,-5
CCOC(=O)c1nnn(CC(=O)NC(=O)Nc2ccc(F)cc2)c1C(=O)OCC,0,-1,1.1,0.0,-11,0.2,0,.
O=C(Nc1ccccc1F)Nc1cc(S(=O)(=O)N2CCOCC2)ccc1N1CCCC1,-20,-4,-4.1,2.5,-25,0.1,0,.
Cc1ccc(C(C)C)cc1OCC(=O)Nc1ccc(-n2cnnn2)cc1,-9,-5,-2.1,.,-12,0.0,1,7
CC(C)C(=O)Nc1ccc2c(c1)C(=O)N(C)[C@@H]1CC[C@@H](CC(=O)NC3CCCC3)O[C@@H]1CO2,4,.,-4.8,0.0,.,0.2,.,.
O=C(NCCc1ccccc1)c1cccc(NC(=O)C2CCCC2)c1,13,-1,-0.2,-1.1,-5,0.4,-1,5
Cc1cc(NC(=O)c2ccc(C)c(C)c2)no1,3,-2,2.2,-0.4,-20,4.1,-3,-8
C[C@H]1CN([C@@H](C)CO)S(=O)(=O)c2ccc(C#CC(C)(C)O)cc2O[C@@H]1CN(C)C(=O)CN(C)C,13,-10,-3.1,0.5,2,-0.7,-1,5
COc1cccc(NC(=O)CN(C)C(C)C(=O)N2CCCC2)c1 (centres undefined),33,16,1.1,.,-15,-0.1,-2,4
O=C(CSc1nc2nn(-c3ccccc3)c(=O)c-2c2n1CCCCC2)Nc1cccc(F)c1,-11,1,-2.5,-0.5,-18,0.0,1,-22
C[C@H]1CN([C@@H](C)CO)C(=O)c2cc(C#Cc3ccc(F)cc3)cnc2O[C@H]1CN(C)CC1CCOCC1,5,3,0.4,-0.3,8,0.0,0,0
CCCNC(=O)N(C)C[C@@H]1Oc2cc(-c3ccncc3)ccc2S(=O)(=O)N([C@@H](C)CO)C[C@@H]1C,7,9,1.5,0.3,-6,1.7,-2,-8
COCCNc1nnnc2c1sc1nc(N3CCOCC3)c3c(c12)CC(C)(C)OC3,1,6,-0.3,-0.1,-3,0.0,1,-2
O=C(O)c1ccc2c(=O)n(-c3ccc(F)c(Cl)c3)c(=S)[nH]c2c1,6,1,1.0,0.4,-5,.,-3,3

(next part)
mol,INS-1E GSIS act,DENV2 CPE,CFTR F508del cor,E-sel inducer,RAD52 inh,Xi reactivation,CASP6 VEID inh,RAD54 inh
OCCC1CN(Cc2cccn2-c2ncccn2)CCN1Cc1ccc(F)cc1 (centres undefined),6,9,0.7,-0.8,-9,0.3,-1,1
CC1(C)Oc2ccc3ccc(=O)oc3c2/C(=C/O)C1=O,-3,6,0.7,.,-27,0.0,1,4
COc1cccc(NC(=O)N2CC3(C2)[C@H](c2ccccc2)[C@@H](CO)N3C(=O)C2CCCC2)c1,-7,9,-2.1,0.7,-98,0.0,0,.
COc1ccc([C@@]2(C(C)C)ON(c3ccccc3C(F)(F)F)C2=O)cc1,-24,.,0.2,0.0,5,0.1,2,-3
COc1ccccc1C(=O)Nc1ccnn1C1CCN(C2CCSCC2)CC1,13,-3,-0.3,0.8,-55,0.3,1,-7
CN(C(=O)COC(=O)c1ccc(=O)n(Cc2ccccc2)n1)C1CCCCC1,1,5,-1.3,1.3,-16,0.4,1,4
COCC(=O)N(C)C[C@@H]1Oc2cc(C3=CCCC3)ccc2S(=O)(=O)N([C@@H](C)CO)C[C@H]1C,28,1,2.1,-0.1,-8,-0.3,0,9
CC(=O)Nc1ccc(S(=O)(=O)NCC(=O)OCC(=O)NC23CC4CC(CC(C4)C2)C3)cc1,-26,.,.,-0.2,.,-0.1,.,2
CCNC(=O)[C@@H]1[C@@H](CO)[C@@H]2Cn3c(ccc(-c4ccc(F)cc4)c3=O)[C@H]1N2C(=O)C1CC1,0,0,-5.5,0.0,0,0.7,3,-10
O=C(c1ccccn1)N1CC(=O)N2[C@H](CO)[C@@H](c3ccc(C#Cc4ccccc4)cc3)[C@@H]2C1,2,52*,1.7,0.0,-10,0.4,-3,.
COc1ccc(NC(=O)Nc2ccc3c(c2)CC(=O)N([C@@H](C)CO)C[C@H](C)[C@@H](CN(C)S(=O)(=O)c2ccc(Cl)cc2)O3)cc1,8,-5,-0.4,-15,14,-0.6,-2,.
CCc1cc(C(=O)c2ccc(Br)cc2)c(NC(=O)CN(CC)CC)s1,4,-1,-0.9,-0.1,6,0.1,-2,-9
CCCCCCn1cc(CN2CC(N3CCN(CCO)CC3)CS2(=O)=O)nn1 (centres undefined),8,11,2.8,2.9,-12,0.0,-6,.
CC(C)CC#Cc1cnc2c(c1)C(=O)N([C@H](C)CO)C[C@H](C)[C@@H](CN(C)C(=O)c1ccc(F)cc1)O2,-34,-6,-3.5,0.6,17,0.1,-1,-13
CC(C)C#Cc1ccc([C@@H]2[C@@H](C#N)N(C(=O)C3CCOCC3)[C@H]2CO)cc1,-6,-12,1.2,0.1,-11,0.0,0,5
CS(=O)(=O)N1N=C(c2ccco2)CC1c1ccccc1 (centres undefined),-15,4,.,-1.6,-21,0.1,2,-2
COc1ccc(N2CCN(C(=O)C3CCN(S(=O)(=O)c4ccc5c(c4)CC(C)N5C(=O)C4CC4)CC3)CC2)cc1 (centres undefined),-16,-5,1.5,.,-11,0.0,3,.
Cc1onc(-c2c(F)cccc2Cl)c1C(=O)ONC(=O)c1ccccc1,.,2,2.2,0.6,-18,0.4,1,-6
C=CCCC(=O)N1C[C@H]2CCN(C)[C@H]2C[C@H]1c1ccc(Br)cc1,-6,8,2.6,0.2,-9,.,-8,7
Cc1noc(C)c1S(=O)(=O)N(C)C[C@@H]1OCCCC[C@@H](C)Oc2ccc(NC(=O)CCC(F)(F)F)cc2C(=O)N([C@@H](C)CO)C[C@@H]1C,-6,-5,-4.1,-0.2,.,0.1,.,1
CC(=O)Nc1ccc(S(=O)(=O)N2CCN(c3ncccn3)CC2)cc1,-14,-2,-1.6,.,-5,0.0,2,-1
COCCn1c(SCC(=O)Nc2ccccc2)nnc1-c1ccoc1C,11,1,-0.2,.,-11,0.1,.,9
NCc1csc(Nc2ccc(C(=O)c3ccccc3)cc2)n1,23,7,0.5,0.3,20,0.5,4,7
COc1ccccc1NC(=O)C/C(C)=N/NC(=O)COc1c(Br)cc(Br)cc1OC,-3,-2,-3.5,0.0,-4,0.2,1,.
Cc1noc(C)c1S(=O)(=O)Nc1ccc2c(c1)C(=O)N([C@H](C)CO)C[C@@H](C)[C@@H](CN(C)S(=O)(=O)c1ccccc1)O2,-12,10,1.1,-0.2,3,0.0,-3,-6
C[C@H]1CN([C@@H](C)CO)S(=O)(=O)c2ccc(C3=CCCCC3)cc2O[C@@H]1CN(C)S(=O)(=O)c1ccc(F)cc1,-7,-4,3.7,-0.1,12,0.6,1,-10
